Source: PubChem BioAssay (National Center for Advancing Translational Sciences (NCATS))
PKM2 act: qHTS Assay for Activators of Human Muscle isoform 2 Pyruvate Kinase; Pyruvate kinase PKM (Homo sapiens), P14618; purified PKM2, Kinase-Glo ATP luminescence, activation; response scale: 0% is enzyme alone, no compound; Potency, µM (top dose mostly 57.5 µM), for inactives: at the top dose activation, actives largely listed as activators; 260,000 tested, 0.34% active; further: potency means the concentration at half of the fitted maximal effect; on the % scale 0 is the no-effect control and ±100 the full control effect; nearly all actives have a fitted effect of over 55% in size
Target sequence (P14618 whole entry, looked up, canonical isoform): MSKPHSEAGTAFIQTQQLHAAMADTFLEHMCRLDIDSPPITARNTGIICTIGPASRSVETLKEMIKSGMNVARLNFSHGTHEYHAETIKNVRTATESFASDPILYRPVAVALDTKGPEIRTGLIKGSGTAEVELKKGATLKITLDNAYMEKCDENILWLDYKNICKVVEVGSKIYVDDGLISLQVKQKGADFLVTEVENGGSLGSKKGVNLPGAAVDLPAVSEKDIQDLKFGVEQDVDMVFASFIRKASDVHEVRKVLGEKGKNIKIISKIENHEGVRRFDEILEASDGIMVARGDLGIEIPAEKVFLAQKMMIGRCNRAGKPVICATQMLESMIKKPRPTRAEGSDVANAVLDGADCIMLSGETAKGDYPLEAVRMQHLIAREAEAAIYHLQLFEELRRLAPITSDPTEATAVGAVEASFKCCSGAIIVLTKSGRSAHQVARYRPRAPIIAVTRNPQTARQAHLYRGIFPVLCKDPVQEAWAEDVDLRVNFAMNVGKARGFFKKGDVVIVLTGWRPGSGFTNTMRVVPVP
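Purified hPK-M2 (>95% pure) converted ADP (0.1 mM final) to ATP with 0.5 mM PEP in 50 mM imidazole pH7.2, KCl, MgCl2, Tween 20, BSA; 1 h at room temperature. ATP detected by Kinase-Glo luminescence.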
TSHR antagonist: Antagonists of the Thyroid Stimulating Hormone Receptor: HTS campaign; Thyrotropin receptor (Homo sapiens), P16473; TSHR-expressing cells, TSH-stimulated cAMP HTRF, 2 h; hits give low values; 330,000 tested, 0.2% active; activity change, negative = inhibition, % at 11.5 µM; AID 504810, 2011;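 active means activity change below a set negative limit, meaning inhibition stronger than a set level, cut at about -70% in these data; inconclusive means activity change between two set negative limits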; further: on the % scale 0 is the no-effect control and ±100 the full control effect
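TSHR-expressing cells, 200/well, pre-treated with compound, then stimulated with EC80 TSH (4nM final) for 2 hours at 37 deg C. cAMP measured by competitive HTRF: anti-cAMP cryptate antibody in lysis buffer plus cAMP-d2, read after 30 minutes at room temperature.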
USP2a block: qHTS Assay for Inhibitors of Ubiquitin-specific Protease USP2a Using CHOP2 as the Reporter; Ubiquitin carboxyl-terminal hydrolase 2 (Homo sapiens), O75604; USP2 core, Ub-CHOP2 coupled fluorogenic reporter, 485/531; Potency, µM (series often up to 38.3 µM), for inactives: at the top dose activity change, negative = inhibition, hits mostly inhibitors; 330,000 tested, 0.01% active; AID 463254, 2010;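 further: potency means the concentration at half of the fitted maximal effect; plate controls were DMSO wells for no effect and full inhibition by NEM control for full effect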
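Deubiquitinase activity read as fluorescence (485/531 nm) after Ub-CHOP2 cleavage activates the enterokinase reporter on its substrate; USP2 core 10nM, Ub-CHOP2 and substrate 25nM each, 30min compound preincubation then 60min RT; data normalized to NEM, curves fitted.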
Eya2 inh: qHTS Assay for Inhibitors of the Phosphatase Activity of Eya2; Protein phosphatase EYA2 (Homo sapiens), O00167; recombinant Eya2, OMFP fluorescence dephosphorylation (OMFP is methylfluorescein phosphate); Potency, µM (series often up to 76.9 µM), without a hit: top-dose activity, negative = inhibition, actives largely listed as inhibitors; 330,000 tested, 0.006% active; further: potency means the concentration at half of the fitted maximal effect; on the % scale 0 is the no-effect control and ±100 the full control effect
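Eya2 (0.2 uM) preincubated 10 min at ambient with compound, then OMFP substrate added at 50 uM; 10 min reaction in 50 mM HEPES pH 7.5, 50 mM NaCl, 5 uM MgCl2, 0.05% BSA, 1 mM DTT. Fluorescence read at Ex 485/Em 525 nm.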
GALK inh: qHTS Assay for Inhibitors of Human Galactokinase (GALK). Purified GALK, Kinase-Glo residual ATP luminescence. Potency, µM (doses to about 57.5 µM), without a hit: at the highest dose activity change, negative = inhibition, hits mostly inhibitors. 270,000 tested, 0.007% active; further: potency means the concentration at half of the fitted maximal effect; on the % scale 0 is the no-effect control and ±100 the full control effect
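Compounds were pin-transferred into ATP buffer (35 uM final), then GALK plus galactose (5 nM, 100 uM final) was added. After 1 h at room temperature, Kinase-Glo Plus was added and luminescence read after 10 min.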
S-ASM inh: Inhibitors of Secretory Acid Sphingomyelinase (S-ASM): qHTS; Sphingomyelin phosphodiesterase (Homo sapiens), P17405; placental ASM, HMU-PC fluorogenic substrate, 60 min; Potency, µM (highest dose often 57.5 µM), inactives show top-dose activity change, negative = inhibition, hits mostly inhibitors; 340,000 tested, 0.006% active; AID 504937, 2011; further: potency means the concentration at half of the fitted maximal effect
Target sequence (P17405 47-631 limits assumed): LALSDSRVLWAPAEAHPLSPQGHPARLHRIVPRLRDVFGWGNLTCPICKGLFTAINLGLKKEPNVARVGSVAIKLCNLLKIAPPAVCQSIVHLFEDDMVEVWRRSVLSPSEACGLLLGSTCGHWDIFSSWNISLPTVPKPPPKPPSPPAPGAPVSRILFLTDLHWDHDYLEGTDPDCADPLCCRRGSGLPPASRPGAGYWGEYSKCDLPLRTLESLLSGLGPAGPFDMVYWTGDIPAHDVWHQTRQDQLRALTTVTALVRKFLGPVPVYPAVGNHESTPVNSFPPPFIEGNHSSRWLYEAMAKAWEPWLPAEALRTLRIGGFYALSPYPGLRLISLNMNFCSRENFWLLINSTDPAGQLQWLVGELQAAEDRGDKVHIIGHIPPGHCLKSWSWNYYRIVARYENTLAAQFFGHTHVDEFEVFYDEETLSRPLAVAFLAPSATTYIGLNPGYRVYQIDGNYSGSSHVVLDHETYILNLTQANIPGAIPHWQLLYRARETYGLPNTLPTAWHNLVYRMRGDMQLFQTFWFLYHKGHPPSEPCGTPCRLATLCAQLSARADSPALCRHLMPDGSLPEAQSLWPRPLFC
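qHTS format. ASM enzyme prepared from human placenta hydrolyses the fluorogenic substrate HMU-PC0 (9 uM final) over 60 min at 37 °C after a 10 min compound preincubation.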
hERG WT inh: qHTS for Inhibitors of KCHN2 3.1: Wildtype qHTS. Voltage-gated inwardly rectifying potassium channel KCNH2 (Homo sapiens), Q12809. U2OS, BacMam KCNH2, thallium flux FluxOr; hits give low values. activity change, % at 1.84 µM. 340,000 tested, 0.37% active. AID 720551, 2013;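 active means maximum activity change below -70%; inconclusive means maximum activity change between -70% and -50%; inactive means maximum activity change above -50%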; further: on the % scale 0 is the no-effect control and ±100 the full control effect
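U2OS cells were transduced with wild-type KCNH2 virus (2.03 x 10^8 / mL) for 4 h at room temperature, then cultured overnight at 37 C. Thallium flux was read with FluxOr dye. Rate constants were normalized to DMSO controls.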
Menin-MLL TR inh: qHTS Assay for Inhibitors Targeting the Menin-MLL Interaction in MLL Related Leukemias: Competition With Texas Red Labeled MLL-derived Mutant Peptide | Potency, µM (highest dose often 61.6 µM), for inactives: top-dose FP activity change, negative = inhibition, most hits filed as inhibitors | 270,000 tested, 0.23% active | O00255 | Menin + Texas Red MLL mutant peptide, fluorescence polarization | AID 1768, 2009; active means well fitted inhibition curve with a large enough effect in the polarisation, with a control signal flat, not every such curve was filed as active; inconclusive means small, poorly fitted or top-dose-only effect, or effect the other way, or a change in a side signal; inactive means no such curve, though single readings can be large or run the other way; the % refers to the polarisation; further: potency means the concentration at half of the fitted maximal effect; % of control where 0% means no effect; many of its hits are not listed in these tables
MBNL1 CUG block: qHTS Assay for Inhibitors of MBNL1-poly(CUG) RNA binding; Muscleblind-like protein 1 (Homo sapiens), Q9NR56; TR-FRET MBNL1-His/biotin-(CUG)12 binding, 665/545 ratio; Potency, µM (titrated, usually from 57.5 µM), for inactives: at the highest dose activity change, negative = inhibition, actives largely listed as inhibitors; 280,000 tested, 0.036% active; AID 2675, 2010; active means well fitted inhibition curve with a large enough effect in the signal ratio, with a control signal flat, not every such curve was filed as active; inconclusive means small, poorly fitted or top-dose-only effect, or effect the other way, or a change in a side signal; inactive means no such curve, though single readings can be large or run the other way; the % refers to the signal ratio; further: potency means the concentration at half of the fitted maximal effect; on the % scale 0 is the no-effect control and ±100 the full control effect
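Ratiometric TR-FRET (665 over 545 nm, excitation 340 nm) tracks disruption of MBNL1-His/biotin-(CUG)12 complex after 60 min at room temperature, with compounds at 92 nM to 58 uM final.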
Chronic BCR inh: qHTS Assay to Find Inhibitors of Chronic Active B-Cell Receptor Signaling; ABC-DLBCL IkBa-CBG/CBR reporter, luminescence ratio, 4 h; Potency, µM (doses to about 46.1 µM), for inactives: at the top dose ratio change, negative = lower green/red ratio, actives largely listed as inhibitors; 340,000 tested, 0.05% active; AID 493014, 2011; active means well fitted inhibition curve with a large enough effect in the signal ratio, with a control signal flat, not every such curve was filed as active; inconclusive means small, poorly fitted or top-dose-only effect, or effect the other way, or a change in a side signal; the % refers to the signal ratio;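 further: potency means the concentration at half of the fitted maximal effect; plate controls were basal doxycycline-induced cells for no effect and cells given 10 µM MG132 for full effect; MG132 reads +100%, hits lower the ratio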
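Concentration-response series (up to 46 uM) were applied to TMD8 dual-reporter cells for 4 h at 37C with doxycycline. Green/red ratio, after filter-overlap correction, defined %Activity; red signal alone was normalised to basal cells and zero luminescence.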
Mito fusion act: qHTS Assay for Small Molecule Inhibitors of Mitochondrial Division or Activators of Mitochondrial Fusion. S. cerevisiae fusion-defective mutant growth rescue, CellTiterGlo 48 h. Potency, µM (series often up to 46.1 µM), inactives show at the highest dose growth rescue (activation), usual class: activators. 320,000 tested, 0.23% active;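 further: potency means the concentration at half of the fitted maximal effect; % of control where 0% means no effect; nearly all actives have a fitted effect of over 45% in size; temperature-sensitive fusion mutants such as fzo1-1 at 37 °C on non-fermentable ethanol glycerol medium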
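S. cerevisiae fusion-defective temperature-sensitive mutants (e.g. fzo1-1, mgm1-5) grown 48 h at 37C in YPEG (ethanol/glycerol non-fermentable) medium with 23 nl compound per well; growth rescue read as CellTiterGlo luminescence.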
The depositor's hits bear a star; ? = inconclusive; . = no result given; [ ] = remark or other dose. Unless noted, the call rests on the fitted dose curve; in most records, active means well fitted curve in the direction sought with a large enough effect; inconclusive means small, poorly fitted or top-dose-only effect, or another doubt; inactive means no such curve, though single readings can be large; an effect the other way counts as inactive or inconclusive.

SMILES	PKM2 act	TSHR antagonist	USP2a block	Eya2 inh	GALK inh	S-ASM inh	hERG WT inh	Menin-MLL TR inh	MBNL1 CUG block	Chronic BCR inh	Mito fusion act
COc1ccc(-c2cc(C(F)(F)F)nc(S(=O)(=O)CCCC(=O)Nc3cccnc3Cl)n2)cc1OC	.	16.0	2.7%	?	9.6%	60.1%[activator]	-5.1	8.8%	5.1%	?	-6.4%
C[n+]1ccccc1C1CCCC/C1=N\Nc1ccc([N+](=O)[O-])cc1[N+](=O)[O-] (configuration not stated)	-0.3%	-0.2	2.7%	-4.4%	-2.8%	1.2%	-3.8	-16.4%	?	10.3%	-0.7%
O=C(O)CCC(=O)NNC(=O)c1cccs1	-0.9%	-5.4	-0.5%	-14.7%	-0.8%	3.4%	-5.4	1.5%	-7.1%	-9.5%	-3.3%
CNC(=S)N1CCC(NC(=O)C(Cc2ccc(OC)cc2)NC(C)=O)CC1 (configuration not stated)	1.5%	5.2	-0.3%	-14.3%	0.2%	0.2%	1.3	3.7%	-5.5%	-4.1%	-0.6%
O=C1c2ccccc2C(=O)N1Cc1nc2ccccc2c(=O)n1CCCn1ccnc1	-0.5%	-3.7	3.2%	-5.1%[15.4 µM]	1.6%	0.4%	-6.4	0.9%	-1.7%	0.8%	-5.3%
Cc1ccc(S(=O)(=O)/N=C(\c2ccc(Cl)cc2)N2CCOCC2)cc1	-6.7%	35.2	-0.2%	-7.2%	0.6%	0.3%	1.9	-6.8%	-12.8%	-3.4%	4.0%
COc1ccc(/C=N/n2cncn2)cc1COc1ccc(NC(C)=O)cc1	-16.5%	5.0	0.7%	16.5%	1.6%	-2.5%	0.6	-27.1%	4.8%	-25.4%	0.5%
CCOC(=O)c1c(-c2ccc(F)cc2)csc1NC(=O)C1CCCO1 (configuration not stated)	3.0%	-9.8	-6.6%	-11.8%	10.5%	-8.4%	5.2	?	0.3%	19.9%	13.7%
Cc1ccc(S(=O)(=O)N2CCN(C(=O)CSc3nc(N)cc(=O)[nH]3)CC2)c(C)c1	2.2%	-7.0	-1.2%	-14.5%	7.1%	-2.5%	7.8	-4.5%	-7.8%	-2.3%	-2.8%
CC(C)(C)NC(=O)Cn1c(SCC(=O)NC2CC2)nc2ccccc21	2.7%	15.2	0.5%	-1.3%	-1.0%	0.5%	4.4	9.5%	0.2%	-2.7%	-0.1%
CS(=O)(=O)N1CCC(C(=O)c2cccc(Cl)c2)CC1	-2.3%	5.4	-0.9%	-3.1%	15.2%	-6.8%	-7.1	12.4%	-10.0%	-0.3%	0.6%
Cc1ccc(-c2nn(-c3ccccc3Cl)cc2C(=O)NCC2CCCO2)cc1 (configuration not stated)	.	-3.6	1.8%	7.8%	.	5.5%	-3.8	.	.	-15.3%	17.1%
COc1ccc(Nc2nc(C(F)(F)F)nc(C)c2C#N)cc1	5.0%	14.4	4.3%	-2.2%	0.3%	-3.2%	-10.9	1.8%	-8.2%	?	6.5%
COc1cc2c(cc1OC)C1=C(C#N)CCC(=O)N1CC2	-2.5%	18.7	-2.3%	-14.0%	-1.2%	2.0%	-6.5	-12.0%	9.7%	-8.9%	6.9%
O=C(CSc1nnc(C2CC2)n1-c1ccccc1)NCc1ccco1	-1.0%	11.4	-1.8%	-6.7%	2.5%	1.9%	-7.3	-8.8%	8.0%	21.4%	-0.5%
CC(=O)N1CCN(C(=O)CCN(c2ccccc2)S(=O)(=O)c2ccc(C)cc2)CC1	.	1.5	0.3%	10.8%	.	0.4%	1.3	.	.	6.6%	-4.7%
CC(=O)Nc1nc2ccccc2n1Cc1ccccc1Cl	-0.2%	-2.0	1.3%	?	0.9%	-1.1%	-2.1	.	0.8%	-0.9%	7.1%
C=CCc1cccc(/C=N/NC(=O)CNc2cccc3ccccc23)c1O	-13.7%	7.5	-5.9%	-4.2%	.	-3.0%	-2.0	?	-4.3%	?	6.0%
CCOC(=O)c1cccc(NC(=O)CCNS(=O)(=O)c2ccc3c(c2)CCN3C(=O)CC)c1	4.2%	-10.6	-0.9%	-7.9%	0.1%	0.6%	-1.9	?	1.8%	-7.0%	-0.7%
O=C(NCc1ccco1)Nc1ccc(OC(F)(F)F)cc1	0.3%	-7.1	4.2%	14.1%	2.7%	0.8%	3.3	.	.	?	-5.7%
Cc1ccc2c(c1)sc[n+]2Cc1ccccc1	19.9%	-1.1	0.9%	2.5%	-2.2%	-2.5%	2.5	-17.5%	8.6%	-0.2%	3.9%
CCn1c(=O)c2cc(S(=O)(=O)NCc3ccccc3)ccc2n(CC)c1=O	-2.2%	-9.7	2.0%	-0.2%	-0.6%	-3.0%	-14.0	0.3%	-13.0%	9.6%	0.6%
Cc1cc(C(=O)CCl)c(C)n1Cc1ccco1	4.4%	15.5	-24.3%	-0.6%	1.1%	-1.5%	-3.8	-3.5%	.	-29.4%	-6.1%
COc1ccc2[nH]cc(CCNC(=O)C3CCCNC3=O)c2c1 (configuration not stated)	-6.7%	11.0	0.0%	-1.1%	1.3%	-1.5%	0.9	-5.0%	-8.3%	?	-0.4%
Cc1ccc(N2C(=O)[C@@H]3[C@H](C2=O)[C@H]2C=C(C(=O)c4ccccc4)C=CN2[C@@H]3C(=O)c2ccc(Cl)cc2)cc1	0.2%	6.7	-6.0%	3.6%	2.6%	-0.3%	0.9	-2.3%	26.3%	-6.3%	-5.6%
S=c1[nH]c(-c2ccccc2)cn1/N=C/c1ccc(Br)cc1	1.0%	-10.3	-0.3%	-11.3%	-0.2%	-15.8%	-8.4	?	-0.8%	14.7%	-4.4%
C=CCSc1nc2ccccc2c(=O)n1C1CCOC(C)(C)C1 (configuration not stated)	-2.1%	-9.4	5.8%	?	-0.8%	-1.7%	3.9	.	3.7%	?	8.1%
O=C(Nc1nc(-c2cccc3ccccc23)cs1)c1cnccn1	-2.2%	6.2	-4.8%	-2.6%	2.2%	-22.5%	2.9	?	-10.9%	?	16.2%
O=S(=O)(NCc1ccc(F)cc1)c1ccc2c(c1)OCCO2	?	-11.6	-4.2%	-10.0%	1.3%	1.4%	8.0	-0.2%	-6.1%	-4.4%	3.6%
CCn1c(SCC(=O)N2CCN(c3ccccc3)CC2)nc2c(c1=O)SC(C)C2 (configuration not stated)	-3.7%	-8.1	-8.3%	-4.7%	-1.1%	3.2%	-10.0	-9.5%	-10.8%	?	4.4%
CCOc1ccc(N2Cc3ccccc3C2)cc1	-11.9%	-4.3	0.9%	-4.7%	3.5%	-2.4%	-2.2	2.6%	?	-0.7%	4.3%
O=C(c1ccc(-c2nc3ccccc3s2)o1)N1CCN(c2ccccc2O)CC1	0.5%	-8.3	-0.5%	-4.0%	-7.0%	.	-2.3	.	?	?	3.3%
COc1cccc(-c2nc(-c3cccs3)no2)c1	-4.6%	-6.0	0.0%	-6.9%	-0.9%	-7.7%	-0.3	.	-4.8%	-22.6%	-1.6%
COc1ccc(/C(C)=N/NC(=O)c2nnn(-c3nonc3N)c2-c2ccccc2)cc1	2.1%	5.7	-0.6%	4.2%	4.2%	3.4%	9.6	?	-5.8%	?	4.6%

A portion of the library; rates above refer to the full screens.
